# Compound activity (PubChem)
# EBI2 antag: EBI2 receptor antagonists, beta-arrestin recruitment, primary screen, cell-based, luminescence, 7a,25-OHC stimulation, uHTS. G-protein coupled receptor 183 (Homo sapiens), P32249. 7a,25-OHC stimulated. inhibition, % at 5 µM. 0.81% of 360,000 active; in the data active = inhibition above about 38%;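 note: enzyme fragment complementation signal reports receptor beta-arrestin coupling in cells; 0% = agonist plus DMSO wells and 100% = wells without agonist; some results beyond the cut were filed as inactive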
# Mdm2-MdmX inh: inhibitors of human Mdm2-MdmX association, primary screen, cell-based, luminescence, split luciferase, SaOS-2, uHTS; Protein Mdm4 (Homo sapiens) + E3 ubiquitin-protein ligase Mdm2 (Homo sapiens), …; SaOS-2 split-luciferase Mdm2/MdmX complementation; inhibition, % at 8 µM; 3% of 330,000 active; AID 485346, 2010;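 active = inhibition of at least 50% at 8 µM in the primary screen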
# CCR6 antagonist: CCR6 receptor antagonists, primary screen, cell-based, CHO-K1, luminescence, beta-arrestin, uHTS; C-C chemokine receptor type 6 (Homo sapiens), P51684; CHO-K1 CCR6 PathHunter beta-arrestin, CCL20-stimulated; inhibition, % at 20 µM; 0.49% of 340,000 active; AID 493098, 2011;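 active = compounds whose inhibition of the agonist-driven luminescence signal at 20 µM reaches about 50%, limit read from the data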;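 note: cells stimulated with CCL20 at 14 nM final; plate controls were DMSO with CCL20 for no effect and DMSO without agonist for full effect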
# Target sequence (P51684 whole entry, looked up): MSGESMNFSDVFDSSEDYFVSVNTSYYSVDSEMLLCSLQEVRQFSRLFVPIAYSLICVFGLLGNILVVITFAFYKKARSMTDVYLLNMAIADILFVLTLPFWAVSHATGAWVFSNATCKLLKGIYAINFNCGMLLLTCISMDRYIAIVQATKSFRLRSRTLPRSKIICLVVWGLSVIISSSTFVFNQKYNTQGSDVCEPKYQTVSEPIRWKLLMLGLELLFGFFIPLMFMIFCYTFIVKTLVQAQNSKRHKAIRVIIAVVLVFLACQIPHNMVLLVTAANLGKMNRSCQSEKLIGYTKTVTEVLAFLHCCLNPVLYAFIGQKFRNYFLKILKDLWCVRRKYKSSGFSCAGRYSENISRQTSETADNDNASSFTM
# tim23-1 inh: growth inhibitors of tim23-1 mutant yeast, primary screen, luminescence, uHTS. 1.3% of 330,000 active. inhibition, % at 20 µM. AID 463212, 2010. S. cerevisiae tim23-1 growth, BacTiter-Glo luminescence, 24 h;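 active = growth inhibition of the mutant yeast at or above 50%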;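 note: temperature-sensitive mutant grown at 25 °C; plate controls were DMSO-treated mutant yeast for no effect and medium wells lacking yeast for full effect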
# APJ ag: agonists of human apelin receptor APJ, primary screen, CHO-K1 cells, PathHunter beta-arrestin, luminescence | P35414 | 0% DMSO wells, 100% apelin | activation, % at 20 µM | 0.11% of 330,000 active | AID 2520, 2010;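 active = activation more than six SD over the plate average, tested at 20 µM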;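 note: 0% = DMSO alone and 100% = apelin-13 at 10 nM; some results filed as inactive read as strong as hits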
# Target sequence (P35414 whole entry, looked up): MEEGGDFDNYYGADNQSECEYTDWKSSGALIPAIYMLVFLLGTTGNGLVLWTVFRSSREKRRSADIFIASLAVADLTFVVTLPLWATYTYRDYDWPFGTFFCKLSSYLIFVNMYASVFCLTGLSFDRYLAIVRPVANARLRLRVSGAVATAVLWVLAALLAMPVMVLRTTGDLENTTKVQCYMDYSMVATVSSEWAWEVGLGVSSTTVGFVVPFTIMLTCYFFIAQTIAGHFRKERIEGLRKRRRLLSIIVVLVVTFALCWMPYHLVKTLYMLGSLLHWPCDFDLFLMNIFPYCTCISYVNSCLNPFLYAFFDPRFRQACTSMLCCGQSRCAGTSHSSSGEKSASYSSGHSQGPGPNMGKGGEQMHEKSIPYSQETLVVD
#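 Test system: CHO-K1 APJ beta-arrestin complementation cell line | Compound: Single test compound dose, 20 µM final, 1% DMSO | Incubation: Compound 90 min 25 °C, reagent 1 h | Measured by: beta-gal luminescence | Read-out basis: APJ–arrestin association signal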
# CXCR6 block: CXCR6 receptor inhibitors, primary screen, cell-based, beta-arrestin, luminescence, CHO-K1 PathHunter, 1536-well; C-X-C chemokine receptor type 6 (Homo sapiens), O00574; inhibition, % at 20 µM; 0.36% of 360,000 active; in the data active = inhibition above about 34%, passing the limit was not always enough;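 note: antagonist mode with CXCL16 agonist at 10 nM final; 0% = 10 nM CXCL16 with DMSO and 100% = unstimulated wells without agonist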
# Target sequence (O00574 whole entry, looked up): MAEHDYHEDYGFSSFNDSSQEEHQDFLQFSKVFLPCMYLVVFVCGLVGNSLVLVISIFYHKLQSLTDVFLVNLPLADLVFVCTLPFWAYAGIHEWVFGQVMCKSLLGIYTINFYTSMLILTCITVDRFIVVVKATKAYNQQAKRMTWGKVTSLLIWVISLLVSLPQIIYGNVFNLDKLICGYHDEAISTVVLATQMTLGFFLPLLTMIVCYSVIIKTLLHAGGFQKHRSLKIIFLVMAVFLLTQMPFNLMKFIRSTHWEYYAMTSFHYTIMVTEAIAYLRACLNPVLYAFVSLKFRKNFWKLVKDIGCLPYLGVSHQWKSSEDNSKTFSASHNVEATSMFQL
# UPR CHOP act: activators of apoptotic CHOP UPR arm, primary screen, cell-based, CHO-CHOP luciferase reporter, luminescence, uHTS; UPR activation; percent of tunicamycin response over DMSO baseline; activation, % at 10 µM; 0.34% of 330,000 active; AID 449763, 2010;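 active = at 10 µM dose, activation of 40% or more, normalized to positive control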;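 note: 100% = tunicamycin at 10 µg/mL and 0% = DMSO alone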
#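 Material: CHO-CHOP cells, stable luciferase reporter of PERK-eIF2a-CHOP signalling; quantity: 500 reporter cells seeded per well; buffer or medium: F12 medium containing 10% fetal bovine serum; compound: one dose, 10 µM in 0.5% DMSO; incubation: 6 h compound treatment, 37 °C; measured by: Steady-Glo luciferase luminescence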
# APJ antag: antagonists of human apelin receptor APJ, primary screen, CHO-K1 cells, beta-arrestin complementation, luminescence. inhibition, % at 20 µM. 0.32% of 330,000 active. AID 2521, 2010;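 active = inhibition above about 40% at 20 µM, limit read from the data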;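 note: cells challenged with 10 nM apelin-13 agonist together with compound; plate controls were apelin-13 plus DMSO wells for no effect and DMSO wells lacking apelin-13 for full effect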
# UPR XBP1 act: activators of adaptive XBP1 UPR arm, primary screen, cell-based, CHO-XBP1 luciferase reporter, luminescence, uHTS. IRE1-XBP1 UPR activation; percent of tunicamycin response, DMSO as zero. 0.33% of 330,000 active. activation, % at 20 µM;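 active = versus positive control, 20 µM dose yields 30% or more activation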;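 note: 100% = tunicamycin at 10 µg/mL and 0% = DMSO only wells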
#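 Material: CHO cell line with stable XBP1 luciferase reporter; schedule: 16-18 h cell attachment at 37 °C, then 6 h compound exposure; signal: glow luminescence from Steady-Glo reagent; medium: serum-containing F12 medium, 10% FBS; benchmarks: tunicamycin 10 µg/mL and vehicle-only wells; read-out: percent activation relative to tunicamycin reference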
# * hit, by the source's call. The list is partial; count on the stated rates, not on these rows.
SMILES,EBI2 antag,Mdm2-MdmX inh,CCR6 antagonist,tim23-1 inh,APJ ag,CXCR6 block,UPR CHOP act,APJ antag,UPR XBP1 act
O=C(CN1CCCC1)Nc1cc(C(F)(F)F)ccc1Cl,-10.9,21.0,-3.1,4.7,-4.4,-2.2,1.9,2.1,-1.9
COc1ccccc1C(=O)NNc1ncc(C)s1,2.9,3.1,-1.3,11.8,2.0,-2.2,1.1,-13.1,-1.2
N#C/C(=C\Nc1ccc2c(c1)OCCO2)c1nc(-c2ccccc2)cs1,-44.6,48.6,13.3,-6.7,-1.5,1.2,-0.5,-11.9,6.4
N#CC1(NC(=O)COC(=O)C2=COCCO2)CCCCC1,1.1,24.0,16.7,0.1,-2.9,-1.3,-0.7,12.5,1.4
O=C(c1cc(-c2ccc(F)cc2)on1)N1CCCCCC1,10.5,-118.0,1.1,11.2,-3.9,7.0,5.9,2.3,-1.8
COCCN(C(=O)COC(=O)/C(=C/c1ccccc1)NC(C)=O)c1c(N)n(Cc2ccccc2)c(=O)[nH]c1=O,9.8,7.6,-1.3,3.4,-3.5,-5.8,-0.8,-28.0,-3.2
O=c1[nH]c(CN2CCN(S(=O)(=O)c3ccccc3C(F)(F)F)CC2)nc2sc3c(c12)CCCC3,58.5*,16.0,-0.2,11.0,-1.4,-3.7,-2.9,10.6,-5.0
Cn1cc(S(=O)(=O)N2CCOCC2)cc1C(=O)NCc1ccc(Cl)cc1,-7.4,-2.3,-1.7,13.7,-1.7,-5.1,0.4,-6.7,-0.7
CN1CCC(N(C)C(=O)COc2ccccc2Cl)CC1,1.2,-17.9,-1.7,-21.0,-2.2,5.2,-3.4,-4.0,0.2
Cc1ccc(-n2nc3c(c2NC(=O)c2cc4ccccc4o2)CS(=O)(=O)C3)cc1,10.2,0.0,11.1,50.6*,-3.9,-9.1,-0.3,0.7,-4.5
C#Cc1ccc([C@H]2C=C(C(=O)N3CCN(Cc4ccccc4)CC3)O[C@@H](OCc3ccc(CO)cc3)C2)cc1,21.6,-1.5,19.2,26.9,7.0,9.2,-0.7,-2.1,-3.2
CCS(=O)(=O)N1CCN(Cc2ccccc2OC)CC1,-2.3,-11.4,5.3,10.2,-2.1,4.3,0.3,13.4,-1.9
O=C(Cc1ccccc1)Nc1ccc(N2CCCC2)cc1,5.2,12.8,1.9,-6.1,-0.4,-3.3,-2.6,-34.4,6.1
CN(C)CCCNS(=O)(=O)c1ccc(Cl)s1,2.1,15.2,3.9,30.6,-2.2,-2.5,-0.9,13.4,-1.7
CC(C)S(=O)(=O)c1cnc(-c2cccnc2)nc1N,-9.9,6.2,7.3,-3.3,-3.5,5.1,-1.9,-9.1,-2.3
CCCCn1c(N)c(N(CCC(C)C)C(=O)C2CC(=O)N(c3ccccc3OCC)C2)c(=O)[nH]c1=O (stereo unspecified),0.8,-7.7,7.3,7.0,3.0,1.2,0.7,-1.1,-4.0
CCOc1ccc(NC(=O)c2cccc(OC(=S)N3CCC(C)CC3)c2)cc1,-0.6,-2.9,27.5,26.1,-5.8,-10.5,0.8,-3.1,0.7
CCN(CC)c1ccc(NC(=O)CN2CCN(c3ccc(F)cc3)CC2)cc1,-5.2,-12.8,3.2,18.4,-3.1,-1.4,0.5,-2.9,-0.5
OCCN1CCN(C(=S)c2ccc(Cl)cc2)CC1,-6.6,6.9,12.4,14.4,0.0,4.5,-1.7,5.2,-2.1
Cc1cc2oc(C(=O)Nc3ccc(S(=O)(=O)Nc4ncccn4)cc3)cc(=O)c2cc1Cl,12.6,22.5,7.0,-12.0,-1.6,-0.9,0.3,-12.2,-3.2
O=C(CSc1nnc(Cc2ccccc2)o1)c1ccccc1,-0.9,7.8,3.1,26.6,0.7,7.0,1.7,19.6,-1.4
COc1cc2c(cc1NC(=O)C(C)N1CCN(S(=O)(=O)c3ccccc3[N+](=O)[O-])CC1)oc1ccccc12 (stereo unspecified),-0.1,-1.9,5.2,6.1,-1.0,3.3,0.5,8.9,-1.8
CCCN(Cc1cc2ccc(C)cc2[nH]c1=O)S(=O)(=O)c1ccccc1,2.6,1.5,16.8,27.2,0.1,3.3,0.6,10.2,4.0
CC1(c2ccc(OC(F)F)cc2)NC(=O)N(CC(=O)Nc2ccc3c(c2)OCO3)C1=O (stereo unspecified),4.9,9.7,-10.0,2.3,0.6,-5.1,1.6,-10.9,-1.4
O=S(=O)(c1cc(O)ccc1O)c1cccc2c(S(=O)(=O)c3cc(O)ccc3O)cccc12,-33.3,10.7,22.1,-11.1,14.8,-15.6,-2.2,-72.6,-3.6

# Next section; it opens with the four that closed the last part.
SMILES,EBI2 antag,Mdm2-MdmX inh,CCR6 antagonist,tim23-1 inh,APJ ag,CXCR6 block,UPR CHOP act,APJ antag,UPR XBP1 act
COc1cc2c(cc1NC(=O)C(C)N1CCN(S(=O)(=O)c3ccccc3[N+](=O)[O-])CC1)oc1ccccc12 (stereo unspecified),-0.1,-1.9,5.2,6.1,-1.0,3.3,0.5,8.9,-1.8
CCCN(Cc1cc2ccc(C)cc2[nH]c1=O)S(=O)(=O)c1ccccc1,2.6,1.5,16.8,27.2,0.1,3.3,0.6,10.2,4.0
CC1(c2ccc(OC(F)F)cc2)NC(=O)N(CC(=O)Nc2ccc3c(c2)OCO3)C1=O (stereo unspecified),4.9,9.7,-10.0,2.3,0.6,-5.1,1.6,-10.9,-1.4
O=S(=O)(c1cc(O)ccc1O)c1cccc2c(S(=O)(=O)c3cc(O)ccc3O)cccc12,-33.3,10.7,22.1,-11.1,14.8,-15.6,-2.2,-72.6,-3.6
O=C(CSc1nc2ccccc2s1)NCCCN1CCOCC1,0.0,-3.9,2.9,1.3,-4.4,4.7,-1.2,15.0,-2.9
O=C(NCc1cccc(Br)c1)C1CC(c2ccc(C(F)(F)F)cc2)=NO1 (stereo unspecified),-7.1,1.9,7.5,-0.9,-0.3,-7.4,-1.9,-10.3,0.6
CC(=O)c1cccc(S(=O)(=O)Nc2ccc(N3CCOCC3)cc2)c1,-9.7,-11.4,0.9,1.0,-0.7,-7.9,0.7,-13.0,0.5
Cc1cc(C(=O)CN2C(=O)c3cccc(N)c3C2=O)c(C)n1Cc1cccs1,8.1,-25.4,0.6,17.6,-5.1,1.9,0.9,9.6,-0.9
Cc1ccccc1COc1cccc(/C=N/NC(=O)c2nnn(-c3nonc3N)c2C)c1,-8.2,50.7*,-9.2,-12.5,12.2,-4.7,8.3,16.9,3.7
CCSc1nnc(N2C(=O)C(O)=C(C(=O)c3ccco3)C2c2cccc(OC)c2)s1 (stereo unspecified),2.9,-0.1,-0.5,4.4,1.3,5.9,3.2,10.7,0.0
COc1cccc(C(=O)NCCC2=CCCCC2)c1OC,-3.8,-60.8,6.9,15.3,-1.8,3.6,4.8,3.2,2.1
CC(C)(C)c1ccc(/C=C/C(=O)c2ccc(NC3=NCCCS3)cc2)cc1,28.9,18.5,18.8,35.0,0.9,5.8,-3.1,-17.5,2.2
CCC(C)NC(=O)c1cc2c(=O)n(CC)c3ccccc3c2s1 (stereo unspecified),1.5,33.6,7.9,52.3*,-1.7,0.6,0.2,-5.2,4.1
CCc1ccccc1NC(=O)CNC(=O)c1ccccc1OCc1c(C)noc1C,0.8,17.8,4.3,21.8,-4.6,-4.1,-1.2,-6.7,-2.5
COc1ccc(C)cc1NC(=O)COC(=O)C1COc2ccccc2O1 (stereo unspecified),-21.0,-9.5,5.0,3.8,-0.9,0.5,1.2,-2.9,1.1
Cc1nc2cc(NS(=O)(=O)c3ccc(Br)cc3)ccc2n1C,-3.3,-13.6,2.9,4.9,-3.2,1.4,-0.2,2.0,-0.3
CCc1ccc(NC(=O)C2CCCN(S(=O)(=O)c3c(C)[nH]c(=O)[nH]c3=O)C2)cc1 (stereo unspecified),1.3,14.9,13.2,-4.4,-1.5,6.4,-1.3,-3.1,-0.8
Cc1ccc(C(=O)NCc2ccccn2)cc1S(=O)(=O)N1CCCCC1,5.1,16.3,10.2,-19.9,-0.7,7.7,-0.9,4.4,-5.1
O=C(Nc1ccncc1)C1COc2ccccc2O1 (stereo unspecified),2.4,16.6,-44.1,-3.2,3.0,4.3,-0.7,6.5,-2.0
Fc1ccc(-c2csc(N3CCC(c4ccccc4)C3)n2)cc1 (stereo unspecified),16.9,-265.6,16.8,-2.0,0.2,-8.8,6.4,2.3,-6.7
COc1ccc(-c2noc3c2-c2nc(-c4c(F)cccc4F)sc2CC3)cc1,11.7,28.2,8.2,-4.5,-7.4,4.1,0.6,17.4,-0.6
Cn1cnnc1SCc1ccc(F)c2ccccc12,-2.6,23.7,-7.5,4.4,-1.6,-5.4,-1.8,4.6,0.2
CC(C(=O)NCC1CCCCC1)N(C)CC(=O)Nc1ccc(N2CCOCC2)cc1 (stereo unspecified),5.3,18.2,-4.0,2.5,-0.1,-4.4,2.6,4.9,-0.9
COc1ccc(NC(=O)N(C)C[C@@H]2Oc3ccc(NC(=O)NC(C)C)cc3CC(=O)N([C@H](C)CO)C[C@@H]2C)cc1,0.8,14.9,-14.7,6.5,1.4,-9.6,2.8,-3.8,1.1
Cc1ccc2nc3c(c(C(=O)OCC(=O)N(C)C4CCS(=O)(=O)C4)c2c1)CCCC3 (stereo unspecified),-6.0,-3.0,6.4,-14.6,-1.5,8.8,-0.5,13.8,-0.5
Cn1c(=O)c2c(nc3n2CC(O)CN3c2ccccc2)n(C)c1=O (stereo unspecified),-6.3,5.8,10.0,-4.3,0.1,2.6,-0.6,4.3,1.4
CC12CN3CC(C)(CN(C1)C3c1ccc([N+](=O)[O-])o1)C2 (stereo unspecified),-2.0,6.8,-17.8,31.6,0.2,-3.8,-0.9,7.6,-3.6
CCCn1c(NC(=O)CSCC(=O)Nc2cc(C)on2)nc2ccccc21,-5.3,16.3,14.5,4.9,1.1,-1.5,0.1,-54.1,-1.2
N#CCCN1CCN(S(=O)(=O)c2ccc(S(=O)(=O)N3CCCCCC3)cc2)CC1,0.5,13.6,-2.7,16.5,-2.4,-9.6,-1.5,4.5,-0.4
Cc1cc(C)c(S(=O)(=O)NCCc2ccccc2)c(C)c1,5.2,-8.9,27.9,24.7,-0.5,4.8,-1.6,6.2,-1.6
COC(=O)NC(NC(=S)Nc1ccc([N+](=O)[O-])cc1)C(Cl)(Cl)Cl (stereo unspecified),8.2,31.6,47.6,4.0,-3.9,17.0,0.3,25.5,-1.0
CCOc1ccccc1NC(=S)NCC1CCCO1 (stereo unspecified),-2.1,1.3,2.3,3.0,1.8,8.2,4.1,3.2,0.9
